Screening results as filed in PubChem BioAssay.
PDI turbidity = inhibitors of human protein disulfide isomerase. P07237. PDI insulin aggregation turbidity, A650, 90 min. inhibition, % at 10 µM. 0.052% of 350,000 active;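 active means mean inhibition across replicates of 30% or more, whatever share of single replicates reach that level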;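 further: absorbance from insulin aggregation driven by PDI reduction with DTT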
Target sequence (P07237 whole entry, looked up): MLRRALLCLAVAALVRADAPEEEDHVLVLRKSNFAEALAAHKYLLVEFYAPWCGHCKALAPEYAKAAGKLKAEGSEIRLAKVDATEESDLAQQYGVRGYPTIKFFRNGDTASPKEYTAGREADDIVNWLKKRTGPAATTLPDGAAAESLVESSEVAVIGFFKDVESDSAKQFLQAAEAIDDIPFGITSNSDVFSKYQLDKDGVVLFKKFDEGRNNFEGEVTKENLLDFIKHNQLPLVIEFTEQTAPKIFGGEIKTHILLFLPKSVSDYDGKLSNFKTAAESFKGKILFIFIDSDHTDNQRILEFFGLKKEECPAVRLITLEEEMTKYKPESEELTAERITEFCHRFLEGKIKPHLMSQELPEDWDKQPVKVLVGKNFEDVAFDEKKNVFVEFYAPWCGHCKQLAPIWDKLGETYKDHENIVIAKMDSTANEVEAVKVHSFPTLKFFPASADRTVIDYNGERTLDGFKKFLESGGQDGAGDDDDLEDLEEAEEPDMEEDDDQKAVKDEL
MC4R antag cAMP = human MC4R antagonism in cAMP assay | P32245 | MC4R-expressing cells, MTII-stimulated cAMP, LANCE TR-FRET | inhibition, % at 6.5 µM | 0.48% of 360,000 active | AID 540295;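 active means inhibition above its plate's cutoff, the mean of tested wells on that plate plus 3 SD, cut at about 29% in these data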;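 further: 0% = Melanotan II alone and 100% = Melanotan II plus saturating MCL0020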
Target sequence (P32245 whole entry, looked up): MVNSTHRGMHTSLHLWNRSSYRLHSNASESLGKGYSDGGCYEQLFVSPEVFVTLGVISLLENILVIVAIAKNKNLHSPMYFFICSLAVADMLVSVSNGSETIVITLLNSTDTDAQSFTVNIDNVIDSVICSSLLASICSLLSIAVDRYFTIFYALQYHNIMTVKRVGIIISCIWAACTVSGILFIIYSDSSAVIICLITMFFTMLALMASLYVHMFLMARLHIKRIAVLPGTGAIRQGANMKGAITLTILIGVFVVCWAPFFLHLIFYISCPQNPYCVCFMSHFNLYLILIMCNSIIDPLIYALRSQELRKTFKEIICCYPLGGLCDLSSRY
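Assay system: human MC4R-expressing U2OS cells; reagent: Melanotan II stimulation of cells; dosing: 6.5 µM single dose; timing: compound 30 min, challenge 1 h, detection 1 h; signal: TR-FRET cAMP assay; replicates: one well per compound, no replicates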
MC4R barr agon = activates human MC4R beta-arrestin recruitment; P32245; U2OS MC4R beta-arrestin complementation, luminescence; percent of melanotan II response, DMSO zero; activation, % at 8.9 µM; 0.98% of 360,000 active;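 active means activation above a per-plate cutoff, the mean activation of sample wells on that plate plus 3 SD, cut at about 8% in these data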
Glyco luc inh = blocks N-linked glycosylation in D54 reporter cells; D54 ERlucT glycosylation luciferase reporter, 24 h; percent of 100 nM tunicamycin response; reporter increase, % at 12.5 µM; 0.23% of 360,000 active; AID 588692;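 active means mean luciferase reporter signal, scaled so untreated is 0 and the glycosylation-blocking control 100, at or above a set limit in every replicate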;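 further: luciferase carries N-glycosylation sites so blocking glycosylation raises the light; 0% = median of neutral control wells and 100% = median of 100 nM tunicamycin wells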
CaV13 FRET inh = Disruptors of the CACNA1D IQ motif to Ca2+-dependent inactivation inhibitor domain association, primary screening, Förster resonance energy transfer in intact living …; HEK cells, CFP/YFP FRET ICDI-IQ, plate reader, 10 min; percent FRET-ratio fall versus neutral wells; inhibition, % at 12.3 µM; 0.098% of 340,000 active;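 active means mean replicate inhibition of at least 30% and at least 1% of replicates passing that level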;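 further: 0% = median of the neutral control wells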
HTR2A ag = activates the mouse 5-HT2A serotonin receptor | 0.66% of 360,000 active | AID 624169 | CHO-K1 mHTR2A beta-arrestin complementation, luminescence; percent of 30 µM serotonin response | P35363 | activation, % at 7.6 µM;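 active means activation above a run cutoff, the mean activation of all tested compounds plus 3 SD, cut at about 14% in these data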;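 further: 0% = plate median of compound wells and 100% = 30 µM serotonin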
Granule exo inh = lytic granule exocytosis inhibition; 0.66% of 360,000 active; TALL-104 LAMP-1 surface exposure, flow cytometry; cells stimulated with thapsigargin and PMA; inhibition, % at 10 µM; AID 651702;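 active means inhibition above about 55%, limit read from the data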
Cardio protect = protects H9c2 cardiomyocytes from peroxide injury | H2O2 injury protection, ATPLite, 2 h | protection from H2O2 cell death, % at 20 µM | 0.63% of 360,000 active | AID 588492;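 active means compounds giving at least 50% protection of heart cells from peroxide-induced death in the single-dose screen, raw or plate-pattern-corrected value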;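 further: 0% = DMSO wells with peroxide and 100% = DMSO wells without peroxide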
ABHD5 PLIN5 PPI = inhibitors of human ABHD5-perilipin-5 interaction | inhibition, % at 4 µM | AID 602281 | Split G. princeps luciferase complementation, luminescence, 4 h | 0.78% of 360,000 active;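 active means inhibition above the mean inhibition across every tested compound plus 3 SD, cut at about 22% in these data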;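 further: 0% = DMSO only wells and the 100% control is not disclosed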
ABCB6 inh MLPCN = human ABCB6 transporter inhibition. fluorescence ratio to DMSO, % at 10 µM. Q9NP58. K562-ABCB6 porphyrin accumulation, flow cytometry, 1 h; hits give low values. 0.19% of 360,000 active;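 active means fluorescence ratio to DMSO below 75%, the collection mean minus 3 SD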;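 further: signal is porphyrin accumulated inside mitochondria; 100% equals median channel fluorescence of DMSO control wells; lower ratio means ABCB6 inhibition with less porphyrin fluorescence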
Numbers without * were called inactive; · = no result given. Rows were taken by chance; about 4.2% have a hit in one of these screens.

mol	CaV13 FRET inh	Glyco luc inh	Cardio protect	MC4R barr agon	ABHD5 PLIN5 PPI	HTR2A ag	PDI turbidity	Granule exo inh	MC4R antag cAMP	ABCB6 inh MLPCN
Cc1ncsc1C(=O)Nc1cccc(C(F)(F)F)c1	-9	0	-2	-0.8	-6	12	-4	0	-6	101
CCOC(=O)c1cnc(SCC(=O)Nc2nnc(CC)s2)nc1N	-10	2	-1	0.3	-4	2	-4	-4	8	101
CCCn1nc2ccccc2c1P(=N)(N1CCOCC1)N1CCOCC1	-8	1	2	-0.1	9	7	8	-2	6	105
CN(C)C(CNC(=O)CSc1nc2ccccc2c(=O)n1Cc1ccco1)c1ccccc1 (stereo unspecified)	-6	0	5	3.1	11	2	8	6	6	96
CC(=O)Nc1ccc(S(=O)(=O)NNC(=O)COc2ccc(C(C)(C)C)cc2)cc1	·	0	-8	-2.3	-5	0	-3	-1	0	75
COc1ccc(C(=O)Nc2cccc(S(=O)(=O)N3CCCC3)c2)cc1S(=O)(=O)N1CCOCC1	-5	-1	1	-1.8	1	-1	12	-7	3	89
O=C(Nc1ccc2oc(=O)ccc2c1)c1ccc(-c2ccccc2[N+](=O)[O-])o1	-5	-9	-9	-1.2	-1	13	-2	13	-13	98
CCN1C[C@@H]2[C@@H]3C(=O)N(Cc4ccccc4)C(=O)[C@@H]3[C@](Cc3ccccc3)(C1=O)N2C(=O)c1ccc(C(F)(F)F)cc1	-9	0	-1	0.1	-2	3	-3	-1	7	109
Cc1noc(NS(=O)(=O)c2ccc(NC(=O)CSc3ncccn3)cc2)c1C	8	3	6	-0.1	-5	5	-3	-4	3	91
Cc1nc2ccc(C(=O)N/N=C/c3ccc(O)cc3)cc2[nH]1	-4	1	-6	-1.1	7	2	26	-15	-4	97
Cc1ccc(C(=O)N/C(=C/c2ccco2)C(=O)OCN2C(=O)c3ccccc3C2=O)cc1	-5	0	10	7.5	14	0	-6	2	1	101
CCN1C(=O)[C@@H]2[C@@H]3CN(S(=O)(=O)c4ccccc4C)[C@@H](c4ccc(Cl)cc4)[C@@H]3C(=O)C[C@@H]2C1=O	-4	4	8	·	-6	-4	·	4	·	94
Cc1ccc(S(=O)(=O)CC(=O)N2CCCC2)cc1	-2	0	4	1.6	12	-4	0	2	-2	99
O=C(O)c1cc(S(=O)(=O)Nc2ccc(N3CCCCC3)cc2)ccc1Cl	-4	-2	3	0.6	1	4	-14	2	1	100
CCc1nnc(NC(=O)CSc2nnc3nc(C)cc(C)n23)s1	-7	1	10	0.9	-7	6	-8	3	20	92
O=C(CN(C(=O)c1csnn1)c1ccc(F)c(Cl)c1)NCc1ccc2c(c1)OCO2	-5	-1	5	1.4	-2	6	-2	-6	0	100
CCOc1ccccc1C(=O)NC1CCNCC1	5	2	-4	1.1	10	5	-3	-6	2	96
CC(C)NC(=O)C1=NN(c2ccccc2)C(=O)CC1	-20	1	-6	-0.4	0	-4	11	-6	4	101
Cc1nc(SCC(=O)Nc2ccc3[nH]c(=O)[nH]c3c2)nc(C)c1C	-6	0	-1	-1.1	-3	-1	-3	-12	-3	101
CCN1CCN(C(c2cccs2)C(C)NC(=O)c2cccnc2)CC1 (stereo unspecified)	-8	-3	2	-0.3	6	3	-11	3	1	98
COc1cc(/C=C2\SC(=S)N(NC(=O)c3ccccc3OC)C2=O)ccc1O	-6	0	-4	-2.2	-13	-3	-2	16	-1	112
O=C(CCCOc1ccccc1)Nc1ccc(Cl)c(S(=O)(=O)N2CCOCC2)c1	-3	2	-10	-0.1	-5	-9	5	-4	5	80
COc1ccc(C(=O)N/N=C(/C)c2cccc(NC(=O)C(F)(F)F)c2)cc1	-1	-1	1	-0.5	-1	0	7	-1	1	96
O=c1n(Cc2ccccc2)nc2n1-c1ccccc1SC2	0	0	15	0.8	3	2	-3	-9	1	94
O=S(=O)(c1cccc(-c2nnco2)c1)N1CCCC1	-4	2	1	-2.8	2	2	-4	-4	-3	91
O=C(NC1CCCCCC1)c1ccc(Cl)c(S(=O)(=O)N2CCOCC2)c1	-4	-2	-5	-0.6	1	4	-3	-2	7	100
CC(C)(C)OC(=O)C[C@H]1C/C=C\C[C@H](CC(=O)N(CCO)Cc2ccccc2)C(=O)N[C@@H](Cc2ccccc2)COC1=O	-11	2	39	-1.1	2	-4	5	0	7	90
CCOc1ccc(C(=O)NCCN2CCCCC2)c(OCC)c1	-18	-1	5	-0.2	-1	-12	0	10	4	97
O=C(/C=C/c1ccc2c(c1)OCO2)NCCSCc1ccc(Cl)cc1Cl	·	0	-11	-0.5	-7	-7	0	-2	3	83
COc1cc(C(=O)NCC2CCCO2)cc(OC)c1OC (stereo unspecified)	-8	0	5	0.2	1	0	-2	2	0	93
CCC(O)c1nc2ccccc2n1CCc1ccccc1 (stereo unspecified)	-4	-1	5	-2.7	4	-3	13	7	1	98
C=CCOc1cccc(C2/C(=C(/O)c3ccc(F)cc3)C(=O)C(=O)N2CCN2CCOCC2)c1 (stereo unspecified)	-5	2	0	1.8	5	-3	1	-3	15	109
CN(C)Cc1ccc(CNC(=O)COc2ccc3ccccc3c2)cc1	-4	-1	-3	-1.1	0	2	-6	-10	-1	96
Cc1ccc(S(=O)(=O)CCC(=O)NNC(=O)CN(C)S(=O)(=O)c2ccc(C)cc2)cc1	-6	0	2	-0.6	4	8	-61	-1	-2	97
CCOc1ccc(N2CC(C(=O)Nc3cccc(S(=O)(=O)N4CCOCC4)c3)CC2=O)cc1 (stereo unspecified)	-5	1	-7	0.6	3	2	-6	-6	3	94
CCOC(=O)Nc1ccc2ncn(C)c(=O)c2c1	-7	1	7	1.2	12	1	-2	-5	0	99
Cc1nn(-c2ccccc2)c(/N=C/c2ccccc2O)c1-c1ccccc1	-3	2	-16	1.0	-2	-6	10	-5	-1	87
O=c1c2nccnc2[nH]c(=S)n1Cc1ccccc1Cl	-16	3	6	-1.4	5	-2	1	-4	1	97
C[C@H]1CN([C@@H](C)CO)S(=O)(=O)c2ccc(-c3cccc(F)c3)cc2O[C@@H]1CN(C)C	-6	-2	-4	1.7	-1	2	-3	9	-5	97
CCOC(=O)c1c(-c2cccs2)csc1NC(=O)CSc1ncn[nH]1	-7	-2	-15	0.0	-9	-4	0	1	11	103
COc1cc(/C=C2\NC(=S)N(C)C2=O)ccc1O	-6	0	-1	-4.0	2	0	10	-7	-10	103
CSc1ccc(/C=N/N(C)S(=O)(=O)c2ccc(C)cc2)cc1	-12	-5	-14	-0.9	-5	-6	1	-11	4	87
O=C(NCC(=O)N1CCN(S(=O)(=O)c2ccccc2F)CC1)c1ccc2c(c1)OCO2	-5	2	-4	-2.0	-2	2	-4	0	-1	97
COc1ccc(-c2ccc(SCc3ccccn3)nn2)cc1OC	2	-1	5	-0.8	-3	6	0	0	6	100
CCOC(=O)c1cnc(-c2ccc(C(F)(F)F)cn2)[nH]c1=O	-5	3	2	-0.4	-1	-2	-1	-5	18	99
CCOc1ccc(N(C)Cc2cc(=O)oc3ccc(OCC)cc23)cc1	-13	-4	-4	0.6	-2	-5	10	4	-4	99
CCN(c1ccccc1)C1(O)C(=O)c2ccccc2C1=O	·	2	2	0.6	0	-2	2	6	14	96
COc1cc(NC(=S)NCCC(c2ccccc2)c2ccccc2)c(OC)cc1Cl	-5	-3	-17	2.6	-4	1	12	-3	-2	95
CCOC(=O)C1=C(C)NC(=O)NC1/C=C\c1ccccc1 (stereo unspecified)	-5	0	-5	-1.4	6	-3	2	6	7	94
COc1ccccc1C(=O)Nc1ccc(-c2nnn(CC(=O)N3CCN(C(=O)c4ccco4)CC3)n2)cc1	2	-3	0	1.4	0	0	-4	-1	13	100
Cc1ccc(C(=O)NCC(=O)N(C)Cc2ccccc2C)s1	-6	0	-2	1.5	9	19*	-2	-4	3	107
CC(OC(=O)C1CCCC1)C(=O)Nc1ccc(S(N)(=O)=O)cc1 (stereo unspecified)	-7	-1	-5	1.2	-1	-6	8	0	8	93
COc1cc(OC)c2c(C)cc(=O)oc2c1C(CCN1CCOCC1)c1ccc2c(c1)OCO2 (stereo unspecified)	-8	-2	1	-1.2	7	-5	0	4	8	99
COc1ccc(NC(=O)C2CC(c3ccccc3Cl)=NO2)cc1 (stereo unspecified)	-4	0	-6	-0.7	1	1	2	-4	17	103
O=S1(=O)CCN2C(=N1)Sc1c2ccc2c1CCCC2	-9	4	-5	0.7	2	4	-1	-1	13	100
COc1ccc(N2Cc3cccc(C(=O)N4CCN(C(=O)c5ccco5)CC4)c3C2=O)cc1	2	2	5	-1.5	13	-3	·	-5	4	94
Cc1ccc(NC(=O)C2CCCN(S(=O)(=O)c3c(C)noc3/C=C/N(C)C)C2)cc1F (stereo unspecified)	-11	-1	-1	2.0	-1	-1	18	1	11	109
O=c1[nH]c(C2CCN(S(=O)(=O)c3cccc(Cl)c3)CC2)nc2c1nnn2Cc1ccccc1	-3	4	-8	-2.6	-3	-5	-1	3	-5	101
